# Assay outcomes deposited in PubChem by several laboratories.
# NOD2-RIPK2 inh: NOD2-RIPK2 protein interaction inhibition | O43353 | CHO BLA complementation NOD2-RIPK2, CCF4 ratio | inhibition, % at 4.98 µM | 0.38% of 360,000 active | AID 624267; in the data active = inhibition above about 21%;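 also: 0% = vehicle only and 100% = reference blocker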
# Target sequence (O43353 whole entry, looked up): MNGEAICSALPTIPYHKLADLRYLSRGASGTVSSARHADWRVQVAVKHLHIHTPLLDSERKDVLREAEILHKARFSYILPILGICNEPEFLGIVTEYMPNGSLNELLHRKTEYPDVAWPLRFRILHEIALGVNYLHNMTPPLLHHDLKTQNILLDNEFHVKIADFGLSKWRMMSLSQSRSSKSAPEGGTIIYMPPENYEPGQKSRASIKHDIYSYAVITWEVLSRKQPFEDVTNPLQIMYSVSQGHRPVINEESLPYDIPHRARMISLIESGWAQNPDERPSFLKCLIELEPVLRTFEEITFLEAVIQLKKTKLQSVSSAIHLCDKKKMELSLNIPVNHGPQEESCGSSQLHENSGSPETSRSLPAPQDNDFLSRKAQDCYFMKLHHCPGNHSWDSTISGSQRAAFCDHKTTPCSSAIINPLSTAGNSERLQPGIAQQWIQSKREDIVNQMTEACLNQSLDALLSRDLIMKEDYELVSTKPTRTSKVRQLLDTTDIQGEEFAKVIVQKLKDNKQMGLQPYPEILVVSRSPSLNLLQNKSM
# SRC2 inh: inhibits human steroid receptor coactivator 2; Q15596; HEK293 GAL4-SRC2 luciferase reporter, luminescence; inhibition, % at 9 µM; 0.17% of 370,000 active; AID 651957;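 active = inhibition above the mean inhibition of all tested compounds plus 3 SD, set per campaign, cut at about 52% in these data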;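 also: 0% = DMSO treated cells and 100% = cells given Gossypol at 36 µM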
# COUP-TFII inh: inhibitors of human COUP-TFII (NR2F2) | HEK293T NGFI-A luciferase reporter, luminescence | 0.7% of 370,000 active | inhibition, % at 8.6 µM | P24468;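 active = inhibition above a per-plate cutoff, mean inhibition of test wells between control levels plus 3 SD, cut at about 38% in these data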;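 also: cells cotransfected with COUP-TFII expression vector driving the NGFI-A reporter; 0% = median of COUP-TF2 test wells and 100% = reporter-only cells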
# Target sequence (P24468 whole entry, looked up): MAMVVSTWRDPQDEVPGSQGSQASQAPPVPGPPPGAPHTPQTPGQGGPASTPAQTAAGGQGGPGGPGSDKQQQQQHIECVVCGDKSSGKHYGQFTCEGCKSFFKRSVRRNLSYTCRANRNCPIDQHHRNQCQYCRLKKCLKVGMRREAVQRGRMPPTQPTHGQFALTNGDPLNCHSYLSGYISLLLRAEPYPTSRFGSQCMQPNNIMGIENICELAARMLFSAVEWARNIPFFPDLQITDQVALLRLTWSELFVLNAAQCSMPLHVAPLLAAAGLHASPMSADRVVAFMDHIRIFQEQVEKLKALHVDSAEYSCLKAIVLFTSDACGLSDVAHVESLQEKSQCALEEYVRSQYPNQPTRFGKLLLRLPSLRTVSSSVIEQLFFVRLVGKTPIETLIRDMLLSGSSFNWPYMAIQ
# TLR9-MyD88 block: inhibitors of human TLR9-MyD88 binding; CHO BLA complementation TLR9-MyD88, CCF4 FRET ratio; inhibition, % at 4.98 µM; AID 504734; 0.21% of 340,000 active; Q9NR96+Q99836;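 active = inhibition above the mean over all tested compounds plus 3 SD, cut at about 21% in these data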;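 also: 0% = DMSO only wells and 100% = clavulanate BLA inhibitor control wells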
# LMP1 NFkB inh: reduces LMP1-driven NF-kappaB luciferase signal. LMP1-induced NF-kappaB luciferase reporter cells, luminescence. inhibition, % at 12.5 µM. 0.69% of 350,000 active. AID 504558; in the data active = inhibition above about 41%;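 also: 0% = neutral control wells and 100% = reference inhibitor control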
# ABHD5-PLIN5 inh: ABHD5-PLIN5 protein interaction inhibition; Split G. princeps luciferase complementation, luminescence, 4 h; AID 602281; Q00G26+Q8WTS1; 0.78% of 360,000 active; inhibition, % at 4 µM;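 active = inhibition above the mean inhibition across every tested compound plus 3 SD, cut at about 22% in these data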;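 also: 0% = DMSO only wells and the 100% control is not disclosed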
# NR5A2 inv ag: suppresses constitutive activity of human LRH-1 | O00482 | HEK293T StAR-luciferase reporter, LRH-1 transfected, 24 h | inhibition, % at 3.6 µM | 0.13% of 360,000 active | AID 602396;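 active = inhibition above the mean inhibition of all tested compounds plus 3 SD, cut at about 73% in these data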;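 also: 0% = DMSO wells and 100% = reporter-only cells lacking LRH-1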
# MC4R ag barr: agonists of human melanocortin 4 receptor (MC4R) beta-arrestin; P32245; AID 540308; 0.98% of 360,000 active; U2OS MC4R beta-arrestin complementation, luminescence; percent of melanotan II response, DMSO zero; activation, % at 8.9 µM;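 active = activation above a per-plate cutoff, the mean activation of sample wells on that plate plus 3 SD, cut at about 8% in these data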
# MC4R antagonist: blocks human MC4R cAMP signaling; MC4R-expressing cells, MTII-stimulated cAMP, LANCE TR-FRET; inhibition, % at 6.5 µM; 0.48% of 360,000 active; AID 540295;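 active = inhibition above its plate's cutoff, the mean of tested wells on that plate plus 3 SD, cut at about 29% in these data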;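 also: 0% = Melanotan II alone and 100% = Melanotan II plus saturating MCL0020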
#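 Assay system: human MC4R-expressing U2OS cells; reagent: Melanotan II stimulation of cells; dosing: 6.5 µM single dose; timing: compound 30 min, challenge 1 h, detection 1 h; signal: TR-FRET cAMP assay; replicates: one well per compound, no replicates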
# NCOA3 inh: inhibitors of human steroid receptor coactivator 3 (SRC3). Q9Y6Q9. HEK293 GAL4-SRC3 luciferase reporter, luminescence. inhibition, % at 3.6 µM. 0.17% of 360,000 active. AID 588352;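 active = inhibition above a per-campaign cutoff, the mean of all compounds plus 3 SD, cut at about 60% in these data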;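 also: 0% = DMSO-treated cells and 100% = gossypol-treated cells at 36 µM; higher means less SRC3-driven luciferase light from the GAL4 reporter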
# NCOA1 inh: human NCOA1 inhibition; Q15788; HEK293 GAL4-SRC1 luciferase reporter, luminescence; inhibition, % at 3.6 µM; 0.12% of 360,000 active; AID 588354;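 active = inhibition above the campaign mean plus 3 SD, with each screening campaign given its own cutoff, cut at about 60% in these data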;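 also: 0% = DMSO treated cells and 100% = gossypol at 36 µM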
# An asterisk follows results filed as active; / = not tested or not shown.
NOD2-RIPK2 inh,Structure,SRC2 inh,COUP-TFII inh,TLR9-MyD88 block,LMP1 NFkB inh,ABHD5-PLIN5 inh,NR5A2 inv ag,MC4R ag barr,MC4R antagonist,NCOA3 inh,NCOA1 inh
-3,Cn1ccc(NC(=O)c2ccc([N+](=O)[O-])cc2)n1,-4,-22,1,3,-5,-2,-1.6,-3,4,-13
-8,CCOC(=O)N1CCN(CC(=O)Nc2cccc(Br)c2)CC1,9,13,-3,-2,0,3,1.2,3,5,-10
-2,CCOc1ccc(Cl)cc1-c1cc(C(=O)NCc2ccccc2OC)[nH]n1,-13,8,/,/,0,-8,1.4,3,-10,13
1,CC1=C(C(=O)OCc2ccccc2)C(c2ccc([N+](=O)[O-])cc2)NC(=O)N1CCCC(=O)O (stereo unspecified),-1,13,-5,-3,-2,18,-1.2,7,8,4
8,O=C(CSc1nc(C2CCCCC2)nc2ccccc12)N1CCCC1,1,16,4,-6,5,-1,-2.6,-3,24,-3
9,CC(CCc1ccccc1)NC(=O)C1CCC1 (stereo unspecified),-9,25,-7,7,1,25,-0.4,4,6,2
-1,CC1(C)CCC[C@]2(C)C(CS(=O)c3ccccc3)=C(C=O)CC[C@@H]12 (stereo partly specified),0,15,6,2,9,-1,1.3,7,1,13
0,Cc1ccc(NC(=O)C2C3C=CC(O3)C2C(=O)O)c(C)c1 (stereo unspecified),3,-12,7,-6,3,-1,-1.6,5,-2,4
4,Cc1cc(C)c(C#N)c(Nc2ccccc2Cl)n1,4,4,5,2,3,-10,2.4,-5,3,-6
1,c1ccc2c3c(cc(N4CCOCC4)c2c1)OC1(N2CCOCC2)CCCCC1O3 (stereo unspecified),-4,18,0,6,-8,5,0.4,9,-16,-2
-9,COc1cc(NC(=O)CSc2nc3[nH]ncc3c(=O)n2-c2ccccc2)cc(OC)c1OC,-11,-8,3,-12,-8,26,1.2,-23,-6,-34
-11,COc1ccc(CCC(=O)NC(C)c2ccccc2)cc1OC (stereo unspecified),-4,9,-9,3,-9,-13,2.0,11,8,-7

# Ordered by the number under NCOA1 inh (highest first): six of the compounds above
molecule | NOD2-RIPK2 inh | SRC2 inh | COUP-TFII inh | TLR9-MyD88 block | LMP1 NFkB inh | ABHD5-PLIN5 inh | NR5A2 inv ag | MC4R ag barr | MC4R antagonist | NCOA3 inh | NCOA1 inh
CC1=C(C(=O)OCc2ccccc2)C(c2ccc([N+](=O)[O-])cc2)NC(=O)N1CCCC(=O)O (stereo unspecified) | 1 | -1 | 13 | -5 | -3 | -2 | 18 | -1.2 | 7 | 8 | 4
c1ccc2c3c(cc(N4CCOCC4)c2c1)OC1(N2CCOCC2)CCCCC1O3 (stereo unspecified) | 1 | -4 | 18 | 0 | 6 | -8 | 5 | 0.4 | 9 | -16 | -2
O=C(CSc1nc(C2CCCCC2)nc2ccccc12)N1CCCC1 | 8 | 1 | 16 | 4 | -6 | 5 | -1 | -2.6 | -3 | 24 | -3
Cc1cc(C)c(C#N)c(Nc2ccccc2Cl)n1 | 4 | 4 | 4 | 5 | 2 | 3 | -10 | 2.4 | -5 | 3 | -6
CCOC(=O)N1CCN(CC(=O)Nc2cccc(Br)c2)CC1 | -8 | 9 | 13 | -3 | -2 | 0 | 3 | 1.2 | 3 | 5 | -10
COc1cc(NC(=O)CSc2nc3[nH]ncc3c(=O)n2-c2ccccc2)cc(OC)c1OC | -9 | -11 | -8 | 3 | -12 | -8 | 26 | 1.2 | -23 | -6 | -34

# The list continues:
NOD2-RIPK2 inh,Structure,SRC2 inh,COUP-TFII inh,TLR9-MyD88 block,LMP1 NFkB inh,ABHD5-PLIN5 inh,NR5A2 inv ag,MC4R ag barr,MC4R antagonist,NCOA3 inh,NCOA1 inh
-10,N#CNC(=Nc1cccc(F)c1)SCc1ccccc1,12,3,7,-6,-5,5,1.5,2,-2,-12
-8,CCc1nnc(NC(=O)CSc2nnc(-c3ccco3)n2C)s1,-17,-10,8,0,-1,-4,-1.4,8,9,4
-12,CCCN1CCN(c2ncnc3c2nnn3Cc2ccccc2)CC1,-15,-7,-3,-1,-1,-18,-2.4,6,-1,-14
1,COc1ccc(CC(=O)OCC(=O)NC2CCCCCC2)cc1OC,4,15,0,-2,-5,0,-4.8,5,18,-18
-2,COc1ccc2nc(-c3ccccn3)[nH]c2c1,-40,-45,-1,4,-5,-138,-1.4,4,-87,-87
2,COc1ccc(S(=O)(=O)N2CCOC23CCN(C(=O)c2ccccc2OC)CC3)cc1,-31,5,8,10,-3,0,-3.9,3,18,-12
-9,Cn1nnnc1SCc1c(F)cccc1F,3,15,-4,3,-2,-8,-0.3,5,14,-18
6,O=C(NC(=S)Nc1c(Cl)ccc2nsnc12)c1ccco1,10,14,2,7,6,25,-1.0,-1,10,10
-6,Cn1nc(-c2ccc(C(=O)NC3CCCCC3)cc2)c2ccccc2c1=O,0,-4,1,6,6,14,-0.1,1,-2,-1
-9,CCc1noc(C)c1C(=O)NNC(=O)COc1ccc(Br)cc1,11,1,6,4,-15,-30,1.4,3,-3,-20
-9,CCc1nc(SCc2ccc([N+](=O)[O-])cc2)n[nH]1,-28,-7,-3,-3,3,-22,-2.1,-2,-8,-35
-3,FC(F)(F)c1ccc(-n2cnc3ccccc32)nc1,10,4,2,-3,5,-30,1.5,-2,-22,-2
0,O=C(N/N=C/c1ccccn1)c1c[nH]c2ccccc12,-44,-74,5,-2,-13,-133,-0.4,0,-67,-84
-10,Cc1ccccc1OCC(=O)NCC(c1cccs1)N1CCOCC1 (stereo unspecified),17,-8,-2,4,0,9,0.6,0,27,-3
5,Cc1nn(C)cc1/C=N\NC(=O)c1ccc(Cn2cc(Cl)cn2)cc1,-24,6,-8,1,-3,-13,0.7,-4,15,6
-4,Brc1ccc(Oc2ncc(CN3CCN(c4ccccc4)CC3)s2)cc1,-31,2,7,0,1,4,2.0,-2,-11,6
7,COc1ccccc1/C=N/NC(=O)CC(=O)NC1CCCCC1,-19,-10,-2,4,0,-6,1.2,14,14,3
8,CC(=O)N1CCN(Cc2nc3cc(NC(=O)c4cccs4)ccc3n2C)CC1,-26,1,-4,-4,-7,-4,-1.4,8,-19,1
-7,CCOc1ccc(CN2CCN(Cc3cnc(N4CCOCC4)s3)CC2CCO)cc1 (stereo unspecified),-15,9,-3,-1,1,33,-1.8,0,3,-1
5,c1ccc(CSc2nnc(Cc3ccccc3)o2)cc1,-2,-38,1,-23,-2,-35,-0.3,7,-43,-46
-8,CN(C)C(CNC(=O)c1cccc(NS(=O)(=O)c2ccc(Br)cc2)c1)c1ccco1 (stereo unspecified),6,-6,6,-4,1,-10,-2.5,2,4,2
-3,COc1ccc2[nH]c(C(=O)O)c(CCNC(=O)/C=C/c3ccc(O)c(OC)c3)c2c1,-1,2,0,-4,3,14,0.0,-5,-14,9
-4,CS(=O)(=O)N(CC(=O)NC1CCCCC1)c1cccc(Cl)c1,-21,-1,-5,-5,-1,-5,0.6,11,16,16
7,CCOC(=O)CC1COc2ccccc2N1C(=O)c1ccc(C)cc1 (stereo unspecified),12,0,-14,-7,-2,10,-0.4,10,25,2
-3,Cc1ccc(NC(=O)c2ccc3nc[nH]c3c2)cc1C,-87,-34,4,-9,-7,-118,0.0,0,-63,-115
-9,Cc1c(C(=O)N/N=C/c2ccc(O)cc2)sc(=S)n1C,-16,8,-3,-3,4,4,-0.3,-4,2,-3
-10,COc1ccc(NC(=O)c2sc3nc(N4CCOCC4)c4c(c3c2N)CCCC4)c(OC)c1,7,-1,-5,-27,2,10,-2.5,0,-13,11
5,O=C(CN1CCN(Cc2ccccc2)CC1)N/N=C/C=C/c1ccccc1[N+](=O)[O-],-6,14,-6,-3,2,7,-0.2,20,4,-17
-7,COc1ccc(NC(=O)CSC2=C(C#N)C(c3ccco3)C(C(=O)Nc3nc4ccccc4s3)=C(C)N2)cc1 (stereo unspecified),-4,-2,0,5,2,25,-1.5,3,-5,5
-12,N#CC1=C(N)OC2=C(C(=O)CCC2)C1C1C=CCCC1 (stereo unspecified),-6,-4,-7,9,13,4,0.0,-3,18,-2
-3,COc1ccc(-c2noc(C(C)NS(=O)(=O)c3ccc(NC(C)=O)cc3)n2)cc1 (stereo unspecified),-29,0,5,-12,4,4,-3.5,6,-13,-6
-3,C/C(=N\NC(=O)CN(c1ccc(Oc2ccccc2)cc1)S(C)(=O)=O)C(C)(C)C,-29,-13,1,5,-4,-16,-3.3,1,8,-3
0,CC(C)(C)OC(=O)NCCCCCc1cn(CC(=O)NCCCCCCCCCCC(=O)N2CCN(C(=O)OC(C)(C)C)CC2)nn1,-24,11,2,12,-3,-26,1.4,0,-5,-1
-5,O=C(COC(=O)C12CC3CC(CC(Cl)(C3)C1)C2)N1CCCCC1,-5,-19,3,0,2,-52,-1.9,-1,-15,-1
-4,Cc1ccc(S(=O)(=O)N2CCN(CC(=O)N3CCOCC3)CC2)cc1,-27,-5,-12,0,0,-14,-1.0,6,11,2
-5,Cc1ccc(-c2nnc(NC(=O)Cc3ccc(F)cc3)o2)c(C)c1,/,/,-4,2,1,15,1.6,1,4,-3
4,N#Cc1ccccc1NC(=S)NC(=O)c1cccnc1,-33,1,-9,-4,-4,-22,-1.9,9,-9,-29
2,CCOc1ccccc1NC(=O)Cn1nnc(C(=O)NCc2ccc3c(c2)OCO3)c1N,0,-22,12,-8,1,14,-3.2,-17,0,-11
3,CC(C)CCN1CC(O)=C(c2nc3ccccc3[nH]2)C1=N,-22,6,0,7,1,-8,1.2,-20,-19,-21
4,CC1CCCN(C(=O)COC(=O)c2cc(-c3cccs3)nn2-c2ccccc2)C1 (stereo unspecified),-15,-8,-5,-15,4,10,0.9,-1,0,0

# Some of the compounds tested; rates above refer to the full screens.
